SENP6 inh = SENP6 protease inhibitors, primary screen, biochemical, luminescence, uHTS; AID 2599, 2010; Sentrin-specific protease 6 (Homo sapiens), Q9GZR1; Recombinant SENP6 catalytic domain, aminoluciferin luminescence; actives 1.8% (n = 330,000); inhibition, % at 10 µM;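 active = inhibition above about 50% at the single tested dose, limit read from the data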;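 note: plate controls were DMSO wells with enzyme for no effect and DMSO wells lacking enzyme for full effect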
Target sequence (Q9GZR1 628-1112 limits assumed): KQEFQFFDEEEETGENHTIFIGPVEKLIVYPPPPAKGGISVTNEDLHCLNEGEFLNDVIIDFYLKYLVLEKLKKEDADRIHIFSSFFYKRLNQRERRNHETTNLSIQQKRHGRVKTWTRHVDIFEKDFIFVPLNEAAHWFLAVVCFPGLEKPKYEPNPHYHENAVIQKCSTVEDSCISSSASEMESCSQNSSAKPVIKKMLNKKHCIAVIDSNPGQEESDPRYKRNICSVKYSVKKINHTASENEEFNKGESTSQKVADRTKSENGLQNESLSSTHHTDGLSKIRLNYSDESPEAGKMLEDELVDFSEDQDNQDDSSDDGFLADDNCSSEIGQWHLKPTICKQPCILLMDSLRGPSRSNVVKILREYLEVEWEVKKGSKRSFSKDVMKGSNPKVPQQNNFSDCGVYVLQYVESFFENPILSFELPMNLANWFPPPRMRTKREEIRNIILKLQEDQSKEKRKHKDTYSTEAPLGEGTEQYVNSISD
PfG6PD inh = PfG6PD enzyme inhibitors, primary screen, biochemical, fluorescence intensity, uHTS; actives 0.78% (n = 350,000); glucose-6-phosphate dehydrogenase-6-phosphogluconolactonase (Plasmodium falciparum 3D7); PfGluPho enzyme, NADPH resazurin-diaphorase fluorescence; inhibition, % at 20 µM;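 active = inhibition reaching at least a set limit at 20 µM in the primary screen, cut at about 59% in these data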;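 note: 0% = DMSO wells with substrate and 100% = DMSO wells lacking glucose-6-phosphate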
SENP7 block = SENP7 protease inhibitors, primary screen, biochemical, luminescence, uHTS; Sentrin-specific protease 7 (Homo sapiens), Q9BQF6; recombinant SENP7, Z-RLRGG-aminoluciferin luminescence, 40 min; inhibition, % at 5 µM; actives 1.5% (n = 330,000); AID 434973, 2010;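 active = inhibition above about 50% at the single test dose, limit read from the data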;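 note: plate controls were DMSO with enzyme for no effect and no enzyme buffer wells for full effect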
Target sequence (Q9BQF6 706-1050 limits assumed): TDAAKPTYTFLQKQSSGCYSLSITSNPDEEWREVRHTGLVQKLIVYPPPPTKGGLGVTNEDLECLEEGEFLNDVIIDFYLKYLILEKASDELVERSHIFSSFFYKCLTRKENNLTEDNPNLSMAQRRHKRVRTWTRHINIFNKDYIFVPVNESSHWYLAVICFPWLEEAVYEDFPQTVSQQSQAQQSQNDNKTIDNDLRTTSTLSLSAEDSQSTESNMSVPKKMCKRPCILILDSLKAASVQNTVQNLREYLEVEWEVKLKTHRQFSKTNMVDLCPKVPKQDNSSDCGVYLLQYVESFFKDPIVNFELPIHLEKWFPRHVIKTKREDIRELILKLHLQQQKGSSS
HKDC1 inhibitor = HKDC1 hexokinase inhibitors, primary screen, biochemical, fluorescence, uHTS; Q2TB90; recombinant HKDC1, G6PDH/diaphorase resazurin coupled fluorescence; inhibition, % at 20 µM; actives 0.16% (n = 340,000);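 active = inhibition above about 35% when tested at 20 µM, limit read from the data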;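 note: plate controls were DMSO wells with enzyme for no effect and DMSO wells lacking enzyme for full effect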
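Test system: recombinant HKDC1 (HK5) hexokinase enzyme, produced in-house / Doses: 20 µM test compound, 1% DMSO / Timing: 90 min, room temperature / Detection: G6PDH/diaphorase-coupled fluorescence, 1 mM NADP, 100 µM resazurin, 525/613 nm / Control set: DMSO wells with and without enzyme mix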
SENP8 block = human SENP8 protease inhibitors, primary screen, biochemical, fluorescence, Nedd8 protein substrate, uHTS | recombinant SENP8 | inhibition, % at 20 µM | actives 0.64% (n = 360,000) | AID 602440, 2012; in the data active = inhibition mostly above about 40%, no sharp cut-off; inactive = mostly below about 27%
Target sequence (Q96LD8 whole entry, looked up): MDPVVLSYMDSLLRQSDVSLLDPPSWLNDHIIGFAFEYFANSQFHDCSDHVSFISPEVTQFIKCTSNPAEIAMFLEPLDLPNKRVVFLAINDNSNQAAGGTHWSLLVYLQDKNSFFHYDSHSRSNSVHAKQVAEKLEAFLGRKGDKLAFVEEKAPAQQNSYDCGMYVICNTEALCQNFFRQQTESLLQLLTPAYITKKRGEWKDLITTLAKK
NR3A LBD binder = binders of NR3A ligand-binding domain, primary screen, biophysical, differential scanning fluorimetry, uHTS. actives 2.5% (n = 340,000). Tm shift relative to glycine control, % at 25 µM. NR3A LBD differential scanning fluorimetry, Tm shift; 0% = protein alone, 100% = glycine-bound protein. Glutamate receptor ionotropic, NMDA 3A (GRIN3A) ligand-binding domain;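 active = melting temperature shift of at least 10% of the positive control shift, at one fixed dose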
ATG4B inh = ATG4B protease inhibitors, primary screen, biochemical, fluorescence, uHTS; Cysteine protease ATG4B (Homo sapiens), Q9Y4P1; ATG4B cleavage of LC3-PLA2, NBD-HPC fluorescence, 1 h; inhibition, % at 8.33 µM; actives 0.51% (n = 340,000); AID 504462, 2011; in the data active = inhibition above about 40%
MPTP inh = mitochondrial permeability transition pore inhibitors, primary screen, biochemical, isolated mouse mitochondria, absorbance. Ca2+ swelling absorbance, 30 min. inhibition, % at 10 µM. actives 1.4% (n = 360,000). AID 602449, 2012;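 active = inhibition of 50% or more, scaled per plate between neutral and stimulator controls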;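 note: 0% = DMSO wells given calcium and 100% = 1 mM EGTA wells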
* = called active by the depositor; / = no result given.

SMILES | SENP6 inh | PfG6PD inh | SENP7 block | HKDC1 inhibitor | SENP8 block | NR3A LBD binder | ATG4B inh | MPTP inh
CCOC(=O)C1=C(c2ccccc2)N=C2SCC(=O)N2C1c1cccc(OC)c1 (configuration not stated) | -11 | -17 | 1 | 5 | 19 | -4 | -4 | -3.5
CCn1nnnc1SCC(=O)c1ccc(C)cc1 | -7 | -15 | 9 | 0 | 4 | 0 | -9 | 0.1
CN(c1ccc(OCC(=O)Nc2ccc3[nH]c(=O)[nH]c3c2)cc1)S(=O)(=O)c1ccc(Cl)cc1 | -7 | 3 | -2 | 1 | -8 | -2 | -8 | 2.4
CSCCC(NC(=O)c1cccc(C)c1)C(=O)NNC(=O)c1cccs1 (configuration not stated) | -9 | 9 | -7 | -5 | 7 | 2 | 3 | -0.2
COc1ccc(CCNC(=S)Nc2ccccc2)cc1 | 23 | 16 | -2 | -5 | 15 | 4 | 9 | 2.1
Cc1cc(C)nc(NC(=O)CSc2nccc(C)n2)n1 | 8 | -17 | 2 | 16 | 19 | 0 | 6 | -2.2
Cc1ccc(-c2ccccc2NC(=O)CS(=O)CC(=O)Nc2ccc(C)c(Cl)c2)o1 (configuration not stated) | 4 | -93 | -6 | 4 | -1 | 7 | -14 | -0.6
C=CCNC(=O)/C(=C/c1cn(-c2ccccc2)nc1-c1cccc([N+](=O)[O-])c1)NC(=O)c1ccccc1 | -5 | 10 | 3 | -9 | 22 | -12 | 0 | -1.2
Cc1ccc(OCCNC(=O)CCNC(=O)c2ccc(Cl)cc2)cc1 | 3 | -1 | 4 | 2 | 13 | -2 | 8 | -1.7
CCC(C)(C)NC(=O)C(c1ccc(OC)cc1)N(Cc1ccc(OC)cc1)C(=O)CCC(=O)Nc1cc(C)on1 (configuration not stated) | -10 | 5 | 6 | 7 | 24 | -3 | -3 | -1.6
O=C(CSc1nnc(-c2csc3c2CCCC3)o1)Nc1ccccc1 | 5 | 4 | -14 | -1 | 11 | -1 | -6 | -2.6
C#CCN1Cc2ccccc2Oc2cc(Br)ccc2S1(=O)=O | / | -11 | 1 | 0 | 1 | -3 | 6 | 0.2
CCc1cc2cc(C(=O)Nc3ccc(F)cc3)sc2s1 | 48 | 6 | 79* | -10 | 13 | 2 | -3 | 8.3
O=[N+]([O-])c1cccc(/C=N/Nc2nc(NCc3ccccc3)nc(N3CCOCC3)n2)c1O | -8 | -35 | 8 | 0 | 22 | 2 | 1 | 32
O=C(CSC1=NCCN1)Nc1ccccc1[N+](=O)[O-] | 1 | -20 | -1 | -12 | 20 | 1 | -10 | 4.4
CCS(=O)(=O)c1ccc2oc(SCC(=O)N3c4ccccc4CC3C)nc2c1 (configuration not stated) | -16 | 20 | -5 | 2 | 1 | 0 | -3 | 4.2
COc1ccc(C(=O)NCc2nnc(SCC(=O)N3CCC(C)CC3)o2)cc1 | 0 | -16 | 2 | -5 | 12 | -3 | -4 | -1.1
Cc1ccc(CNc2nc(C)c(C(=O)N(C)C)s2)cc1 | 0 | 1 | -4 | -4 | 3 | 0 | -4 | 0.1
COc1cc2c(cc1OC)C(=O)CC(C)S2 (configuration not stated) | -19 | -10 | 3 | 2 | -412 | 1 | 1 | -0.9
CC(C)C(NC(=O)c1ccc(F)cc1)C(=O)OCC(=O)N1CC(=O)Nc2ccccc21 (configuration not stated) | 4 | -3 | 1 | -4 | 0 | 0 | -4 | -0.1
O=C(Nc1ccc(N2C(=O)C3C4C=CC(C4)C3C2=O)cc1)Nc1cccnc1 (configuration not stated) | -2 | 6 | 3 | -4 | 19 | 1 | -14 | 2.1
CCSc1nnc2nc(C)cc(C)n12 | -9 | -11 | 1 | -7 | 9 | -6 | 2 | 0.8
O=C(Nc1nnc(CC2=CCCCC2)s1)Nc1ccccc1F | 2 | 12 | 11 | -7 | / | 0 | 1 | /
CCOc1ccccc1NC(=O)CN(C)S(=O)(=O)c1ccc(OC)c(C)c1 | -16 | 13 | 5 | -6 | 13 | 4 | 7 | -0.9
C/C(Cn1nnc2ccccc21)=N\OC(=O)c1ccccc1C | 23 | -5 | 6 | -2 | 19 | 0 | -11 | 0.2

Individual results from the entries so far.
In PfG6PD inh, Cc1ccc(CNc2nc(C)c(C(=O)N(C)C)s2)cc1 has 1
In NR3A LBD binder, CCS(=O)(=O)c1ccc2oc(SCC(=O)N3c4ccccc4CC3C)nc2c1 (configuration not stated) has 0
In PfG6PD inh, COc1cc2c(cc1OC)C(=O)CC(C)S2 (configuration not stated) has -10
In MPTP inh, CCc1cc2cc(C(=O)Nc3ccc(F)cc3)sc2s1 has 8.3

Pulled by compound from the list above, three records:
SMILES | SENP6 inh | PfG6PD inh | SENP7 block | HKDC1 inhibitor | SENP8 block | NR3A LBD binder | ATG4B inh | MPTP inh
CCS(=O)(=O)c1ccc2oc(SCC(=O)N3c4ccccc4CC3C)nc2c1 (configuration not stated) | -16 | 20 | -5 | 2 | 1 | 0 | -3 | 4.2
COc1ccc(CCNC(=S)Nc2ccccc2)cc1 | 23 | 16 | -2 | -5 | 15 | 4 | 9 | 2.1
CCC(C)(C)NC(=O)C(c1ccc(OC)cc1)N(Cc1ccc(OC)cc1)C(=O)CCC(=O)Nc1cc(C)on1 (configuration not stated) | -10 | 5 | 6 | 7 | 24 | -3 | -3 | -1.6

(listing goes on)
SMILES | SENP6 inh | PfG6PD inh | SENP7 block | HKDC1 inhibitor | SENP8 block | NR3A LBD binder | ATG4B inh | MPTP inh
S=C(NCc1ccco1)Nc1cc(Cl)c(Cl)cc1Cl | 13 | 3 | -2 | -5 | 6 | -2 | 7 | 88*
COc1ccc(NC(=O)CN(C)C(=O)c2cn(-c3ccccc3)nc2-c2cccnc2)cc1 | -17 | -8 | 3 | 1 | -3 | 1 | 3 | -0.3
CN1CCN(C(=O)c2c(NC(=O)c3ccco3)sc3c2CCC(C(C)(C)C)C3)CC1 (configuration not stated) | -1 | 3 | -3 | -2 | -42 | -1 | -20 | -2.3
Cc1nc(SCC(=O)Nc2c(C)n(C)n(-c3ccccc3)c2=O)c(C#N)c(C)c1C | 0 | 5 | 1 | 2 | -12 | 0 | -4 | -3.3
CC1Sc2ccc(S(=O)(=O)CCC(=O)NC3CCCC(C)C3C)cc2NC1=O (configuration not stated) | -8 | 0 | 7 | -2 | 11 | 7 | -5 | -1.3
O=C(Cc1ccccc1)NNC(=S)Nc1ccc(Cl)cc1 | -2 | -5 | 6 | -10 | 15 | -7 | -1 | 1.6
CCCC(=O)N1CCN(C2=NS(=O)(=O)c3ccccc32)CC1 | -16 | 0 | 3 | -4 | 12 | -1 | -1 | -1.6
Cc1onc(-c2ccccc2Cl)c1C(=O)OCc1cnc(Cl)s1 | -37 | -15 | 0 | -5 | 16 | 7 | 0 | 0.9
CC(NC(=O)c1ccco1)C(=O)N1CCN(C(c2ccccc2)c2ccccc2)CC1 (configuration not stated) | -1 | 9 | 0 | -5 | 4 | 11* | -1 | -0.2
O=C1c2cccc3cccc(c23)C(=O)N1c1cccc(O)c1 | -21 | 10 | -6 | 3 | 17 | 4 | -18 | 0.6
CN(Cc1ccccc1)C(=O)c1nc2ccccn2c1CN1CCC(N2CCOCC2)CC1 | -5 | -13 | 5 | -6 | 13 | 0 | 7 | 0.4
CCCCNC(=O)c1ccc2c(=O)n(CCCOCC)c(=S)[nH]c2c1 | 4 | 5 | 1 | -1 | 8 | 2 | -3 | 2.8
CCc1ccc(N(CC(=O)NC2CCCC2)S(=O)(=O)c2c(C)noc2C)cc1 | -10 | 2 | 1 | -3 | 6 | -8 | -4 | -0.5
COC(=O)c1ccc(CNC(=O)Cn2cnc3c(OCc4ccccc4)ncnc32)cc1 | -19 | 14 | -2 | -4 | 7 | 3 | / | 0.0
O=C(O)c1ccc(N/N=C/C2=C(N3CCOCC3)C(=C\c3ccccc3)/CC2)cc1 | -18 | 7 | 2 | 0 | -65 | -5 | -2 | 2.6
O=C(CSc1nnc(-c2ccccc2)c(-c2ccccc2)n1)NCc1ccco1 | -10 | 2 | -3 | 1 | 3 | -1 | -4 | 0.1
COc1cccc(OC)c1OCCCOc1c(OC)cccc1OC | -10 | 10 | 1 | -1 | 31 | 2 | -13 | -0.3
O=S(=O)(NC1CCCCC1Sc1ncccn1)c1ccccc1 (configuration not stated) | 3 | 3 | 8 | 4 | 17 | 3 | -4 | 0.0
CSc1ccc(/C=C(\C#N)C(=O)NC2CCCCC2C)cc1 (configuration not stated) | -1 | 4 | 7 | 5 | -69 | 2 | 2 | 2.5
COc1ccc(S(=O)(=O)NCCCCC(=O)O)cc1C(=O)O | -16 | -4 | -2 | 6 | 11 | 0 | 1 | -2.7
Cc1[nH]c2ccccc2c1SCC(=O)N1CCN(c2ccccc2)CC1 | -10 | -13 | -9 | 1 | -1 | -4 | 2 | 0.7
COc1ccccc1CC(=O)NCC1CCCO1 (configuration not stated) | 2 | -11 | 3 | -12 | 10 | 2 | -2 | -2.6
O=[N+]([O-])c1cccc(-c2n[nH]c(=S)n2Cc2ccccc2)c1 | -13 | 20 | -7 | 13 | 20 | -1 | 1 | 2.7
O=C(NCc1ccco1)/C(=C/c1ccccc1)NC(=O)c1ccco1 | 5 | -9 | 3 | -7 | 3 | -1 | 11 | 2.2
COc1cccc(-n2c(SCC(=O)NCC3CCCO3)nc3c(c2=O)SCC3)c1 (configuration not stated) | 0 | 9 | 0 | -4 | 3 | -2 | -6 | -1.0
CCOc1ccc(NS(=O)(=O)c2ccc3[nH]cc(C(=O)NCCOC)c(=O)c3c2)cc1 | -18 | -8 | -12 | 4 | 7 | -7 | -4 | -3.1
CCOc1cc(N2CCOCC2)c(OCC)cc1NC(=O)c1ccccc1C | -4 | 9 | 10 | -6 | 9 | -2 | -1 | 0.2

Full records from above. Order of values: SENP6 inh | PfG6PD inh | SENP7 block | HKDC1 inhibitor | SENP8 block | NR3A LBD binder | ATG4B inh | MPTP inh
Entry for COc1cccc(-n2c(SCC(=O)NCC3CCCO3)nc3c(c2=O)SCC3)c1 (configuration not stated) : 0 | 9 | 0 | -4 | 3 | -2 | -6 | -1.0
Entry for CCc1ccc(N(CC(=O)NC2CCCC2)S(=O)(=O)c2c(C)noc2C)cc1 : -10 | 2 | 1 | -3 | 6 | -8 | -4 | -0.5
Entry for O=[N+]([O-])c1cccc(-c2n[nH]c(=S)n2Cc2ccccc2)c1 : -13 | 20 | -7 | 13 | 20 | -1 | 1 | 2.7

Entries listed so far with a cyano group:
SMILES | SENP6 inh | PfG6PD inh | SENP7 block | HKDC1 inhibitor | SENP8 block | NR3A LBD binder | ATG4B inh | MPTP inh
Cc1nc(SCC(=O)Nc2c(C)n(C)n(-c3ccccc3)c2=O)c(C#N)c(C)c1C | 0 | 5 | 1 | 2 | -12 | 0 | -4 | -3.3
CSc1ccc(/C=C(\C#N)C(=O)NC2CCCCC2C)cc1 (configuration not stated) | -1 | 4 | 7 | 5 | -69 | 2 | 2 | 2.5
